# TRHR ag = qHTS for Small Molecule Agonists and Allosteric Enhancers of Human TRH Receptor: Primary Screen for Agonists; hit rate 0.18% among 360,000; AID 493084, 2011; activation, % at 2 µM; TRHR cells, calcium flux fluo-8, FDSS agonist mode; Thyrotropin-releasing hormone receptor (Homo sapiens), P34981; in the data active = activation above about 30%; also: 0% is about no effect
# Target sequence (P34981 whole entry, looked up): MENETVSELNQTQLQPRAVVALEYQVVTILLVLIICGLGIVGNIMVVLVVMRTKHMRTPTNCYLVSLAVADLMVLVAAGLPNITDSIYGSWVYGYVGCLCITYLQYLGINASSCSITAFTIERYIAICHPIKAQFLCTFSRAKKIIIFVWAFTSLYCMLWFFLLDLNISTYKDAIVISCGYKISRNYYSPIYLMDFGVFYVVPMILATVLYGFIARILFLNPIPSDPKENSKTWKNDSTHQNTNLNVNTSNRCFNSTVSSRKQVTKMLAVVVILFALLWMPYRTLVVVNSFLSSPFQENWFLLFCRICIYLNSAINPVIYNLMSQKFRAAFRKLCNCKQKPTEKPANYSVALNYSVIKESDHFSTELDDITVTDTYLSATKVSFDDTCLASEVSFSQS
#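 TRHR-expressing cells loaded with fluo-8 calcium dye; 23 nL library compound pin-transferred, kinetic FDSS fluorescence (Ex 480/Em 530) recorded about 180 s for agonist-induced calcium release, before a 10 nM TRH EC20 addition for potentiator mode.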
# ERG-DNA inh = qHTS for Small Molecule Inhibitors of the ERG Ets/DNA interaction; hit rate 0.028% among 370,000; fluorescence polarization, His-ERG Ets domain / labelled DNA; Potency, µM (titrated, usually from 76.9 µM), inactives show top-dose FP activity, negative = inhibition, hits mostly inhibitors; AID 624246, 2012; active = well fitted inhibition curve with a large enough effect in the polarisation, with a control signal flat; inconclusive = small, poorly fitted or top-dose-only effect, or effect the other way, or a change in a side signal; inactive = no such curve, though single readings can be large or run the other way; the % refers to the polarisation;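 also: polarization taken with two DNA probes labelled with fluorescein and Texas red; potency is read from the fitted curve at half-maximal effect; % of control where 0% means no effect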
#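 His-tagged ERG Ets domain (1 uM in the protein solution; 300mM KCl, 50mM Tris-HCl, 1mM EDTA, 1mM DTT, pH 7.5) received compound, then a probe mix of 5 nM fluorescein-DNA and 100nM Texas-615-DNA. Fluorescence polarization was read for both dyes.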
# BLM helicase inh = qHTS Assay for Inhibitors of Bloom's syndrome helicase (BLM) | RecQ-like DNA helicase BLM (Homo sapiens), P54132 | recombinant BLM DNA unwinding, fluorescence dequenching | Potency, µM (series often up to 56.1 µM), for the others: at the top dose activity change, negative = inhibition, most hits filed as inhibitors | hit rate 0.2% among 350,000;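 also: potency is read from the fitted curve at half-maximal effect; plate controls were vehicle for no effect and no enzyme for full effect; nearly all actives have a fitted effect of over 35% in size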
# ALOX12 inh = Primary qHTS assay for inhibitors of human arachidonate 12S-lipoxygenase (ALOX12): Round 2 | Polyunsaturated fatty acid lipoxygenase ALOX12 (Homo sapiens), P18054 | purified 12hLO, xylenol orange hydroperoxide absorbance | Potency, µM (highest dose often 108 µM), for the others: at the top dose activity change, negative = inhibition, most hits filed as inhibitors | hit rate 1.1% among 580,000; also: potency is read from the fitted curve at half-maximal effect; % is scaled to controls: 0 for no effect and ±100 for the full control effect
#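 Purified human 12hLO at 150 nM in 25 mM Hepes, 0.01% Triton X-100, pH 7.0, preincubated 15 min at room temperature with compound. Reaction started with 40 uM arachidonic acid, 30 min at room temperature. Hydroperoxide measured by Fe-xylenol orange, 573/405 nm absorbance ratio.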
# Apoferritin bind = qHTS Assay for Identification of Novel General Anesthetics; Potency, µM (series often up to 77.5 µM), for the others: top-dose activity change, negative = displacement, hits mostly inhibitors; apoferritin/1-aminoanthracene competitive binding, fluorescence; Ferritin light chain (Equus caballus), P02791; hit rate 0.074% among 350,000; also: potency is read from the fitted curve at half-maximal effect; % is scaled to controls: 0 for no effect and ±100 for the full control effect; nearly all actives have a fitted effect of over 20% in size
# Target sequence (P02791 2-175 limits assumed): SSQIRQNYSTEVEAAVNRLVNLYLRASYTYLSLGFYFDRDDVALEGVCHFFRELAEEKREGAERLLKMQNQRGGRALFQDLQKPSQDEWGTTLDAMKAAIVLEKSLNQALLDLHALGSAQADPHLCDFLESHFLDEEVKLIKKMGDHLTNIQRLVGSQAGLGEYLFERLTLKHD
#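 Read-out: endpoint 1-AMA fluorescence, excitation 380 nm and emission 535 nm, after compounds sit 10 min at room temperature with 10 uM horse-spleen apoferritin in 50% saturated 1-AMA/PBS. Values come from four-parameter Hill fits.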
# Pol kappa inh = qHTS for Inhibitors of Polymerase Kappa | DNA polymerase kappa (Homo sapiens), Q9UBT6 | purified Pol kappa, fluorescent DNA synthesis assay, 10 min | Potency, µM (titrated, usually from 107 µM), for the others: at the highest dose activity, negative = inhibition, hits mostly inhibitors | hit rate 0.53% among 400,000 | AID 588579, 2011; also: potency is read from the fitted curve at half-maximal effect; % is scaled to controls: 0 for no effect and ±100 for the full control effect
#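 Here, compound and 10 nM enzyme are combined for 15 min at room temperature; adding 50 nM substrate (final) starts DNA synthesis, tracked by fluorescence at 0 and 10 min against buffer-only wells.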
# APE1 inh = qHTS Assay for Inhibitors of the Human Apurinic/apyrimidinic Endonuclease 1 (APE1); DNA repair nuclease/redox regulator APEX1 (Homo sapiens), P27695; hit rate 0.35% among 350,000; Potency, µM (series often up to 65.8 µM), without a hit: at the highest dose activity change, negative = inhibition, most hits filed as inhibitors; recombinant APE1, TAMRA/BHQ-2 abasic DNA cleavage fluorescence;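 also: potency is read from the fitted curve at half-maximal effect; plate controls were vehicle for no effect and reference inhibitor for full effect; nearly all actives have a fitted effect of over 55% in size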
# Target sequence (P27695 whole entry, looked up): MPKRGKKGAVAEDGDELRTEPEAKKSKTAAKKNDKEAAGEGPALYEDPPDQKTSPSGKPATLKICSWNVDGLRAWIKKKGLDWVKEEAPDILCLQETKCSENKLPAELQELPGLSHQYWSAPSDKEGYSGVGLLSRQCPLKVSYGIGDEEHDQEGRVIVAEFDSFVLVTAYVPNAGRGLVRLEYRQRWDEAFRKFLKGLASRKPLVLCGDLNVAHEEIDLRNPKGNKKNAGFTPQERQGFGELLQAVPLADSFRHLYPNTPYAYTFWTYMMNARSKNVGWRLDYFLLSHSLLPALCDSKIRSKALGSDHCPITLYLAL
#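 Enzyme (0.75 nM final) and test compound are incubated 15 min at room temperature before adding 50 nM quenched THF abasic-site duplex. Cleavage dequenches TAMRA, followed at 525/598 nm over three reads one minute apart.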
# POLB inh = qHTS Assay for Inhibitors of DNA Polymerase Beta | P06746 | Pol beta primer extension/strand displacement, fluorescence kinetic | Potency, µM (doses to about 114 µM), inactives show at the highest dose activity change, negative = inhibition, hits mostly inhibitors | hit rate 1.3% among 340,000; also: potency is read from the fitted curve at half-maximal effect; % is scaled to controls: 0 for no effect and ±100 for the full control effect
#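 Homogeneous kinetic assay of primer extension and strand displacement by 10 nM Pol beta, preincubated 15 min at room temperature with compound before 50 nM substrate (final) was added. Read at 0 and 10 min; four-parameter Hill fit.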
# Pol iota inh = qHTS for Inhibitors of Polymerase Iota | DNA polymerase iota (Homo sapiens), Q9UNA4 | AID 588590, 2011 | Potency, µM (doses to about 115 µM), for the others: top-dose activity, negative = inhibition, hits mostly inhibitors | hit rate 1% among 390,000 | Pol iota fluorescent replication assay, 10 min; also: potency is read from the fitted curve at half-maximal effect
#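 Fluorescent replication assay read twice, at 0 min and 10 min after adding 50 nM (final) substrate. Enzyme (10 nM) and compounds were first incubated 15 min at room temperature; enzyme-free buffer wells were negative controls.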
# * hit, by the source's call; i = inactive; ? = inconclusive; · = no result given; & = joins results of further samples; [ ] = another dose, or the depositor's remark. Unless noted, calls follow the shape of the dose curve; as a rule, active = well fitted curve in the direction sought with a large enough effect; inconclusive = small, poorly fitted or top-dose-only effect, or another doubt; inactive = no such curve, though single readings can be large; an effect the other way counts as inactive or inconclusive.
TRHR ag	ERG-DNA inh	BLM helicase inh	ALOX12 inh	Apoferritin bind	Pol kappa inh	APE1 inh	POLB inh	Pol iota inh	smiles
-0.4	-4%	-5%	4%	-19%	-2%	-9%	-22%	133%[activator]	COc1ccc(C(=S)N2CCCC2)cc1Br
0.6	0%	·	1%	·	?	10%	·	-22%	COc1ccccc1N1CC(C(=O)NCCN2C(=O)S/C(=C\c3cccnc3)C2=O)CC1=O (stereo not given)
-0.1	0%	-5%	0%	2%	3%	14%	20%	9%	C=CCSc1nc(N)c(C(=O)Nc2ccccc2)cc1C#N
0.7	-10%	-1%	20%&-7%	-2%	-13%[60.1 µM]	·	26%	-4%	Cc1ccc(-n2ncc3c(NC4CCCCC4)ncnc32)cc1C
-1.2	8%	-6%	-10%	-13%	-4%	19%	22%	26%	CCOc1ccc(C(=O)CCC(=O)N(CC)CC(=O)NCc2ccc(Cl)cc2)cc1
0.5	-2%	2%	13%	-8%	-15%	-2%	55%	-1%[58.9 µM]	N#Cc1c(Cl)cccc1-n1ccnc1
0.2&-0.3	-3%	-6%&-3%	?	-12%&5%	-10%	-2%&1%	-25%&-5%	?	COc1cc(C2NC(=O)C(C#N)=C(Nc3cccc(C)c3)S2)ccc1O (stereo not given)
1.0	-1%	1%	·	-3%	4%	2%	-16%	1%	Cc1noc(C)c1C(=O)NC1=NCCS1
0.9	-4%	-12%	-1%	-12%	-21%	-2%	-1%	-1%	N/C(=N\OC(=O)CCCOc1ccccc1)c1ccccc1
-0.1	7%	0%	?	-10%	-11%	-2%	8%	-8%	CS(=O)(=O)C1=C(O)C(=O)N(CCCC(=O)O)C1c1ccccc1F (stereo not given)
0.8	-8%	-11%	-17%	-2%	-19%	8%	-11%	13%	CCCN1CCC(NC(=O)Nc2ccc(Br)cc2)CC1
-0.9	-3%	-1%	-1%	-12%	-9%	-5%	14%	1%	CC1C(=O)CC(c2ccccc2)N(C)C1c1ccccc1 (stereo not given)
0.1	9%	-8%	15%	-18%	10%	15%	13%	51%[activator]	CS(=O)(=O)Nc1ccc(S(=O)(=O)NCCc2ccccc2)cc1
0.2	-12%	-5%	-17%	-15%	2%	3%	2%	2%	OCCC1CN(Cc2cccc(OC3CCCC3)c2)CCN1Cc1ccsc1 (stereo not given)
0.7	-3%	5%	396%[activator]	-6%	-12%	8%	-13%	16%	OCCNc1ncnc2ccc(Br)cc12
-0.4	-13%	-6%	-22%	-13%	-13%	-3%	-9%	4%	COc1ccc(CNC(=O)CCCN2C(=O)c3ccccc3C2=O)cc1
1.2	-5%	-3%	76%[activator]	-2%	6%	11%	8%	-20%	N#CN/C(=N\S(=O)(=O)c1ccccc1)c1ccccc1
3.2	1%	1%	9%	0%	-3%	2%	4%	18%	Cc1c(NC(=O)C2CCCO2)cccc1[N+](=O)[O-] (stereo not given)
0.0	-9%	1%	-9%	9%	-17%	-3%	9%	47%[activator]	COc1cc(CNC2CCCCC2OC)cc(OC)c1OC (stereo not given)
-0.8	-10%	-3%	10%	-9%	0%	0%	1%	0%	Cc1ccc(C(=O)N/C(N)=N/c2nc3ccccc3o2)cc1
0.6	4%	-8%	5%	-5%	-1%	10%	41%[activator]	44%[activator]	COc1ccc(CCNC(=O)c2cc(S(=O)(=O)N3CCC4(CC3)OCCO4)ccc2F)cc1OC
-0.5	·	-7%&4%	-5%[12.5 µM]	2%&-1%	-12%[60.1 µM]	?	?	·	C[C@@H]1CN(c2c(F)c(N)c3c(=O)c(C(=O)O)cn(C4CC4)c3c2F)C[C@H](C)N1
0.2	2%	-1%	-11%	-9%	-1%	·	2%	-2%	Cc1ccc(C)c(N2CCN(C(=O)Cn3c(=O)c4cccn4c4ccc(F)cc43)CC2)c1
-1.0	-9%	2%	?	-6%	2%	1%	-2%	176%[activator]	C=CCc1cc(Cl)ccc1OCCOCCNC(C)CC (stereo not given)
0.6	-2%	-4%	34%[activator]	3%	-7%	28%	20%	8%	C1CCc2nc3c(nc2C1)CCCC3
·	3%	·	-9%	·	-17%	·	·	4%	CCCCn1c(CN(Cc2ccccc2)Cc2ccccc2)nc2c1c(=O)n(C)c(=O)n2C
0.5	-1%	-8%	-26%	-6%	4%	6%	25%	183%[activator]	CCOc1cc(NC(=S)NCC2CCCO2)c(OCC)cc1NC(=O)c1ccc(F)cc1 (stereo not given)
-0.9	-4%	2%	-4%	-8%	2%	24%	5%	51%[activator]	COc1ccc2cc3cc(C(=O)N4CCCC(C)C4)oc3nc2c1 (stereo not given)
0.1	7%	-5%	11%	?	-6%	-1%	-2%	1%	CCCC(=O)c1ccc(N2CCCCCC2)c(F)c1
-2.5	1%	-4%	-17%	-3%	-12%	2%	3%	104%[activator]	COc1ccc(CCNC(=O)CSc2nc3[nH]ncc3c(=O)n2-c2cccc(C(F)(F)F)c2)cc1OC
-0.3	5%	-5%	322%[activator]	-16%	-17%	8%	0%	-8%	Cc1ccc(NC(=O)/C(=C\C=C\c2ccccc2)NC(=O)c2ccccc2)cc1
0.6	-3%	0%	16%	-10%	1%	1%	3%	6%	CCOC(=O)C1CCCN(c2c(N3CCN(C)CC3)c(=O)c2=O)C1 (stereo not given)
0.8	9%	-1%	32µM*	5%	-3%	12%	3%	15%	O=C(CNCc1ccc(Cl)cc1)N1CCc2ccccc2C1
·	-4%	·	?	·	-7%	·	·	-26%	O=C(O)C1CC(C(=O)O)SS1 (stereo not given)
0.2	-9%	2%	-15%	3%	-11%	-8%	-7%	9%	Nc1nc2ccccc2n1C(=O)CCc1ccccc1
0.3	-15%	-3%	-20%	-15%	-6%	-1%	3%	8%	Cc1c(C(=O)N2CCOCC2)oc2ccc(S(=O)(=O)N3CCCCCC3)cc12
-0.4	1%	·	-12%	·	2%	21%	·	20%	Cc1cc(NC(=O)CN2C(=O)NC3(CCCCC3)C2=O)ccc1N1CCCC1
-0.3	-8%	-2%	358%[activator]	-8%	-17%	-2%	1%	-4%	COc1cccc(C(=O)N2CCSC2=S)c1
0.2	6%	-1%	?	-8%	0%	1%	-22%	?	C(CNC1C2CC3CC(C2)CC1C3)CN1CCOCC1 (stereo not given)
-0.5	-6%	-4%	?	4%	-5%	-1%	24%	78%[activator]	Cc1ccc(C)c(NC(=S)N2CCC(NC(=O)c3cccc(F)c3)CC2)c1
-0.1	-3%	0%	-5%	-2%	6%	10%	-4%	11%	CC(C)CC(=O)Nc1ccc(S(=O)(=O)Nc2nccs2)cc1
·	·	-6%	-20%	·	-5%[60.1 µM]	2%	·	·	O=c1c(-c2ccc(Cl)cc2)nc2cnc(Nc3ccccc3)nc2n1C[C@H]1CCCO1
4.3	15%	-4%	0%	1%	1%	53%[activator]	0%	48%[activator]	Cc1ccc(C)c(CN2CCC(CNC(=O)Nc3ccc(C)c(F)c3)CC2)c1
0.2	-9%	-1%	-19%	1%	8%	26%	5%	37%[activator]	Cc1ccc(NS(=O)(=O)c2ccc(-c3coc(C)n3)cc2)c(Br)c1
0.2	1%	2%	-8%	-13%	-6%[60.1 µM]	·	-1%	17%	COCCNC(=O)CCc1c(C)n(C)c2cc(-c3cc(OC)c(OC)c(OC)c3)nn2c1=O
0.3	-4%	-2%	-2%	-10%	-10%	-1%	22%	19%	COc1ccc(C(=O)N/C=C/n2cnc3cc(C(F)(F)F)ccc32)cc1
-0.5	1%	-2%	16%	-14%	-11%	-4%	4%	11%	COc1ccc(Nc2nnc(C)c3ccccc23)cc1
·	·	-14%	?	·	-4%[60.1 µM]	-5%	·	·	c1ccc(CNc2nc(-c3ccc4c(c3)OCO4)nc3ccccc23)cc1
-0.5	-20%	-4%	-14%	-7%	-9%	-5%	2%	19%	COc1ccccc1N(CC(=O)N/N=C(\C)c1cccc(Br)c1)S(C)(=O)=O
0.1	-3%	-5%	?	10%	-10%	3%	24%	28%	Cc1ccccc1C(=O)/C(C#N)=N/Nc1c(C)n(C)n(-c2ccccc2)c1=O
-0.7	1%	-9%	0%[57.4 µM]	-10%	-6%	5%	?	-3%	CCOC(=O)c1sc(NC(=O)CSc2n[nH]c(-c3ccncc3)n2)c(C#N)c1C
·	1%	·	154%[activator]	·	-20%	-9%	·	-3%	CC(=O)c1ccc(-c2ccc(C(=O)Nc3nc(-c4ccccn4)cs3)o2)cc1
-0.9	-3%	-12%	0%	2%	-14%	-2%	-16%	?	COc1cc(NC2c3ccccc3C(=O)N2Cc2ccccc2Cl)cc(OC)c1 (stereo not given)
0.2	-6%	0%	i	-21%	4%	0%	6%	-7%	Nc1cc(Cl)nc(N/N=C/c2ccccc2[N+](=O)[O-])n1
1.0	-7%	-1%	0%	?	-10%	1%	1%	12%	Cc1ccccc1-c1nnc(SCC(=O)Nc2ccc(Cl)cc2)n1N
1.3	6%	2%	-3%	-8%	-2%	-4%	12%	1%	COc1ccc2c(c1OC)C(=O)OC2CC(=O)O (stereo not given)

# This is a subset; count on the stated rates, not on these rows.
